High-throughput results deposited in PubChem BioAssay by National Center for Advancing Translational Sciences (NCATS).
RXFP1 agonist: activates the human relaxin receptor RXFP1; Potency, µM (titrated, usually from 57.5 µM), inactives show at the highest dose activation, hits mostly activators; hit rate 0.3% among 370,000; AID 2676; Q9HBX9; HEK293T-RXFP1 cAMP TR-FRET, 30 min; response scale: percent of porcine relaxin response, buffer zero; further: potency means the concentration at half of the fitted maximal effect; on the % scale 0 is the no-effect control and ±100 the full control effect; nearly all actives have a fitted effect of over 60% in size; many of its hits are not listed in these tables
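cAMP rise read by TR-FRET after 30 min, 37C compound exposure (up to 58 uM) in RXFP1-transfected HEK293 cells with Ro 20174 present. EC50 from Hill-equation fits, with 29 nM porcine relaxin as 100% and buffer as basal.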
D1 agonist: human D1 receptor agonism | HEK293 T-REx D1 cells, calcium flux, agonist mode | P21728 | activation, % at 2 µM | hit rate 1% among 360,000; in the data active means activation above about 30%; further: 0% is about no effect
Target sequence (P21728 whole entry, looked up): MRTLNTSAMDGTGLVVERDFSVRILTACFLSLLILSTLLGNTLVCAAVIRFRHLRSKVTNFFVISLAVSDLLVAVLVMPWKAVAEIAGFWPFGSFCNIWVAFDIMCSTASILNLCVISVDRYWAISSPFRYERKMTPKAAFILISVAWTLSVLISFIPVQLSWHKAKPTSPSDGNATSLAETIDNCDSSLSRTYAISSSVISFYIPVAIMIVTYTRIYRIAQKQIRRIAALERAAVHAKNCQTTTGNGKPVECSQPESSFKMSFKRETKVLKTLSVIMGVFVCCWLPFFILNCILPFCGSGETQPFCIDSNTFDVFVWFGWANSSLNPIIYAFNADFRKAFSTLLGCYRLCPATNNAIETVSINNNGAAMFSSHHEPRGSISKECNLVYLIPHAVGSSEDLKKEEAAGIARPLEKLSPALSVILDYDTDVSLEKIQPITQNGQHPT
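Agonism was scored from calcium flux recorded over 180 s (1 read/s) after pintool compound addition, following a 10-cycle baseline. Cells were inducible force-coupled HEK293 TREx D1, plated overnight at 30 C and loaded with no-wash calcium dye.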
GRP78 ERSR act: inducers of ER stress response in human glioma cells. U87-MG GRP78 promoter luciferase reporter, 16 h. Potency, µM, without a hit: at the top dose activation, most hits filed as activators. hit rate 0.02% among 420,000. AID 602332; further: potency means the concentration at half of the fitted maximal effect; series mostly up to about 76 µM; % of control where 0% means no effect; nearly all actives have a fitted effect of over 35% in size
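Stably transfected U87-MG human glioma cells carrying a GRP78-based luminescent sensor were seeded at 1000 cells/well, pin-dosed with compounds and incubated 16 h. Luciferase reagent was then added, and end-point luminescence was read after 10 min at room temperature.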
D2 potentiator: positively modulates the human D2 dopamine receptor allosterically. HEK293 T-REx D2, calcium flux, EC20 dopamine potentiation. potentiation, % at 10 µM. hit rate 0.34% among 340,000;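 active means potentiation over 3 SD above the plate norm, cut at about 30% in these data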; further: 0% is about no effect
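Tetracycline-induced HEK293 T-REx cells force-coupled to calcium signalling expressed D2; compounds were pin-added after a 10 s baseline, read kinetically 180 s, then an EC20 dopamine challenge followed with a further 180 s calcium read.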
D1 potentiator: human D1 dopamine receptor positive modulation. HEK293 TREx D1 cells, calcium flux, dopamine EC20 potentiation. potentiation, % at 10 µM. AID 504651. hit rate 0.036% among 360,000. P21728; in the data active means potentiation above about 30%; further: 0% is about no effect
RXFP1 antag: RXFP1 (human) relaxin receptor antagonism. Q9HBX9. HEK293-RXFP1, relaxin-stimulated cAMP HTRF, 30 min; hits give low values. activity change, negative = inhibition, % at 57.5 µM. hit rate 0.59% among 350,000;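 active means activity change of -60% or lower, but not beyond a set lower limit; inconclusive means change between -60% and -40%, or beyond the set limit; inactive means change above -40%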; further: on the % scale 0 is the no-effect control and ±100 the full control effect
Vif-APOBEC3G blk: blocks the Vif interaction with human APOBEC3G | Q9HC16 | HeLa A3G-eYFP + Vif (tagged APOBEC3G with the HIV-1 protein that degrades it), YFP fluorescence, overnight | Potency, µM (top dose mostly 46.1 µM), inactives show at the highest dose activity, negative = active, hits mostly inhibitors | hit rate 0.076% among 410,000 | AID 602310;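 further: potency means the concentration at half of the fitted maximal effect; on the % scale 0 is the no-effect control and ±100 the full control effect; nearly all actives have a fitted effect of over 60% in size; hits raise eYFP signal because A3G escapes Vif-driven loss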
Target sequence (Q9HC16 whole entry, looked up): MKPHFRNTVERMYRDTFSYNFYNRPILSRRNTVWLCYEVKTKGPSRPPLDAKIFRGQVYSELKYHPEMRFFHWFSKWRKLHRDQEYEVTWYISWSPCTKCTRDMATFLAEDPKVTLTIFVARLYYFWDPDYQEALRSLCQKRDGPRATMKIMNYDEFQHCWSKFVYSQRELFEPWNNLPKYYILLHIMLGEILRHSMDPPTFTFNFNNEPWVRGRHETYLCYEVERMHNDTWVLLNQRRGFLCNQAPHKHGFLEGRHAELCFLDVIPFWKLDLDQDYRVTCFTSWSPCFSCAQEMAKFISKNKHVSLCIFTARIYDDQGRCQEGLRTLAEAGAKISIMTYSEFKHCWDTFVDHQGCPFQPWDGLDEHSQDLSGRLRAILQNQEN
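HeLa cells stably expressing Vif and C-terminally eYFP-tagged A3G, seeded overnight at 37 deg C, then exposed to compound by pintool overnight at 37 deg C. Rise in yellow fluorescence (Ex 488/Em 500-530, Acumen) marks blocked Vif-driven A3G degradation.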
D1 antagonist: human D1 dopamine receptor antagonism; HEK293 TREx D1 cells, calcium flux, dopamine EC80; hits give low values; activity change, negative = inhibition, % at 10 µM; hit rate 3.2% among 360,000; in the data active means activity change below about -30%; further: on the % scale 0 is the no-effect control and ±100 the full control effect
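Cells carrying a force-coupled, tetracycline-inducible human D1 receptor report calcium flux. Each well gets a 10 s baseline, compound with 180 s monitoring, then an EC80 dopamine stimulus with a second 180 s kinetic read.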
Vif-A3F inh: inhibitors of Vif-A3F interaction; HeLa A3F-eYFP + Vif (tagged APOBEC3F with the HIV-1 protein that degrades it), YFP fluorescence increase; Potency, µM (titrated, usually from 46.1 µM), without a hit: at the highest dose activity, negative = active; hit rate 0.2% among 390,000; further: potency means the concentration at half of the fitted maximal effect; % of control where 0% means no effect; nearly all actives have a fitted effect of over 65% in size
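Fluorescence increase (Ex 488/Em 500-530) after overnight compound treatment at 37 deg C flags inhibition of Vif-driven A3F-eYFP loss in stable HeLa A3F-eYFP/Vif cells seeded overnight beforehand.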
The depositor's hits bear a star; ? = inconclusive; . = not tested or not shown. Unless noted, the call rests on the fitted dose curve; in most records, active means well fitted curve in the direction sought with a large enough effect; inconclusive means small, poorly fitted or top-dose-only effect, or another doubt; inactive means no such curve, though single readings can be large; an effect the other way counts as inactive or inconclusive.

Under each structure: Vif-APOBEC3G blk	D2 potentiator	RXFP1 antag	RXFP1 agonist	GRP78 ERSR act	Vif-A3F inh	D1 agonist	D1 antagonist	D1 potentiator
CCCNC(=O)c1onc(CSc2ccc(F)cc2)c1C(=O)NCCC
  0.3%	-3.6	.	0.0%	-7.0%	4.4%	-0.9	2.6	-2.8
O=C(CCCN1C(=O)/C(=C/c2cccs2)SC1=S)Nc1cc([N+](=O)[O-])ccc1O
  0.0%	-4.8	-7.7	0.9%	-2.8%	-19.3%	13.6	-0.7	-1.8
O=C1C(C=Nc2ccccc2)=C(O)c2ccccc21
  2.7%	-6.8	-11.2	0.0%	-14.1%	-1.5%	-3.1	18.9	-5.8
Cc1cc(NC(=O)CSc2cn(CCNC(=O)c3ccc(Cl)cc3)c3ccccc23)no1
  -0.9%	11.3	2.6	1.7%	-2.3%	0.6%	12.8	12.0	3.9
C[C@H](CO)N1C[C@H](C)[C@H](CN(C)S(=O)(=O)c2cccc(F)c2)Oc2cc(Br)ccc2S1(=O)=O
  -2.2%	.	10.1	.	-3.7%	-1.7%	.	.	.
C[C@@H]1CCC2[C@](C)(CO)[C@@H](O)CC[C@]2(C)[C@@]12CC[C@@](CO)(CC(=O)O)O2 (some centres undefined)
  1.2%	1.6	12.0	-0.3%	-3.9%	8.0%	1.7	-1.6	-4.0
CCOc1ccc(CNCc2c(C(=O)O)n(Cc3ccc(C)cc3)c3cc(C)ccc23)cc1
  ?	1.7	.	-0.2%	8.8%	?	-0.1	4.0	-0.1
CCCCn1c(N)c(N(CCOC)C(=O)c2ccc(Br)o2)c(=O)[nH]c1=O
  1.5%	-16.8	-1.2	0.2%	-5.5%	-3.2%	1.3	6.2	-1.2
O=C(NCc1ccccc1Cl)C1CCC(CNS(=O)(=O)c2ccc(Br)s2)CC1 (centres undefined)
  2.2%	4.0	-10.2	1.1%	-5.6%	0.1%	13.3	-6.8	-2.0
O=C(CSC1=Nc2ccccc2N=C(c2ccc(F)cc2)C1)NCc1ccc(F)cc1
  -3.9%	0.5	.	2.8%	-0.5%	-4.8%	6.5	4.4	-1.6
O=C(NNc1cc(C(F)(F)F)ccc1Cl)c1ccc(=O)[nH]c1
  1.4%	2.7	-15.2	1.9%	-2.3%	-5.0%	2.2	11.6	8.6
CCOCCCNc1nc(C)nc2c1nnn2Cc1c(F)cccc1Cl
  -9.9%	-4.9	-15.4	-1.7%	2.8%	-6.1%	1.4	22.6	4.5
CCCCOc1nc2ccccc2nc1C(C#N)S(=O)(=O)c1ccccc1 (centres undefined)
  2.2%	5.5	-1.7	0.3%	-5.2%	-3.9%	9.9	-9.2	-4.7
COc1ccc(NC(=O)CN(C)CC(=O)Nc2ccc(Cl)cc2[N+](=O)[O-])cc1
  -6.1%	10.1	2.2	-0.6%	-4.0%	12.3%	14.2	-23.1	-8.7
COc1ccc(Cc2nnc(N/N=C/c3ccc(O)cc3O)[nH]c2=O)cc1OC
  -0.6%	8.3	-31.8	0.1%	-5.4%	-2.7%	0.4	-4.3	-8.2
Cc1ccc2nc3n(c(=O)c2c1)-c1cc2ccccc2cc1C(=O)NC3Cc1ccccc1 (centres undefined)
  -20.0%	.	12.1	.	1.7%	5.8%	.	.	.
O=C(c1nc2ccccn2c1CNCCn1ccc2ccccc21)N1CCOCC1
  1.2%	-5.4	1.2	0.9%	1.1%	-5.0%	1.3	1.9	3.9
Cc1c2cccn2cc[n+]1C
  3.8%	7.2	11.2	2.4%	-2.9%	-25.8%	1.2	-0.1	-4.8
COCCCNC(=S)Nc1cccc2ncccc12
  -1.1%	12.3	-1.3	1.8%	1.4%	-15.0%	6.8	11.8	-3.2
COCCCNC(=O)CCc1nnc(Cc2ccc(-c3ccccc3)cc2)o1
  3.4%	4.6	-17.3	2.3%	0.8%	-2.8%	-0.6	2.1	-3.5
Cc1c(Cl)cn2c(=O)cc(CN3CCN(c4ccc(F)cc4)CC3)nc2c1Cl
  .	-17.7	.	5.5%	.	.	0.1	9.5	-3.8
COc1ccc(CCN=C(N)NS(=O)(=O)c2cc(F)ccc2F)cc1
  -10.7%	-5.2	2.8	2.0%	-2.1%	-3.7%	0.1	-12.1	-0.6
COC(=O)c1ccc(OCC(=O)Nc2ccsc2C(=O)OC)cc1
  -1.5%	-2.3	-10.6	7.5%	3.4%	-1.9%	3.0	-8.0	0.3
COc1ccc2[nH]c3c(c2c1)CCn1c-3nc2ccccc2c1=O
  -0.7%	5.9	2.3	5.2%	-6.1%	0.9%	-1.1	8.0	-6.8
COc1ccc(/C=N/n2c(SC)nnc(C(C)(C)C)c2=O)c(OC)c1
  1.2%	0.9	-5.8	0.6%	-2.6%	-0.8%	2.3	12.2	6.1
O=C(NN1CCOCC1)c1cc(Cl)ccc1Cl
  -1.9%	3.4	9.3	0.9%	9.4%	1.7%	3.7	1.1	11.8
COc1cc2ccccc2cc1C(=O)Nc1ccc(N2CCN(C(=O)C(C)C)CC2)cc1
  2.4%	14.8	-0.9	-0.4%	-4.5%	0.2%	12.2	-28.7	-1.8
Cc1c(Cc2ccccc2)sc(NC(=O)c2ccco2)c1C(N)=O
  0.3%	5.4	-19.2	-0.5%	4.1%	-6.8%	0.9	-3.8	0.1
CC1=C(CO)C(=O)OC([C@@H](C)C2CC[C@H]3C4C[C@H]5O[C@]56[C@@H](O)C=CC(=O)[C@]6(C)C4CC[C@]23C)C1 (some centres undefined)
  -22.8%	-2.4	.	-0.2%	-10.7%	4.0%	0.9	-20.8	-1.6
CCOC(=O)Cc1ccc(NC(=O)c2ccccc2Br)cc1
  -1.4%	14.6	7.3	-3.7%	-3.9%	-0.7%	1.9	-8.2	0.5
CCOC(=O)C1CCN(C(C(=O)NC2CCCC2)c2ccc(C)cc2)CC1 (centres undefined)
  0.2%	-0.7	.	-0.2%	-1.5%	-8.3%	4.1	-9.0	-4.9
Cc1ccc(-c2nc(SCc3ccc(Br)cc3)n3[nH]c(=O)cc3n2)cc1
  -3.1%	.	?	-4.6%	-1.5%	?	6.5	-5.4	-0.1
Cc1cc(C)c(S(=O)(=O)n2nc(C)c(Br)c2C)c(C)c1
  1.6%	5.5	-6.7	-0.7%	-6.6%	-2.8%	0.6	11.7	-0.6
COc1ccccc1CNC(=O)Cn1c(=O)oc2ccccc21
  -5.9%	.	-3.7	-1.2%	-0.6%	-6.3%	1.8	-9.8	-0.8
CCCCC(NS(=O)(=O)c1ccc(OC)cc1)C(=O)O (centres undefined)
  -1.5%	-5.3	4.9	2.3%	-2.6%	1.0%	0.8	-2.7	-0.9
CC(C)(C)c1ccc(Cn2nnc3c(=O)[nH]c(C4CCCN(C(=O)Cc5cccs5)C4)nc32)cc1 (centres undefined)
  2.4%	4.4	16.8	2.1%	-1.5%	-5.3%	4.8	3.2	4.3
CS(=O)(=O)N1CCN(C2C3CC4CC(C3)CC2C4)CC1 (centres undefined)
  -0.7%	-11.1	-0.9	-2.3%	-2.9%	-2.7%	7.5	-10.3	-0.7
Cc1cc(C)c(NC(=O)CSc2nc3c([nH]c4ccccc43)c(=O)n2C)c(C)c1
  -8.3%	-5.5	-2.3	0.4%	-2.7%	-7.7%	-0.7	-12.8	-1.2
CCn1c(SCC(=O)NCCc2ccccc2)nc2sc3c(c2c1=O)CCN(C)C3
  -0.5%	10.7	-8.3	16.3%	-4.1%	-7.3%	2.3	-4.6	0.0
O=C1CCN(S(=O)(=O)c2cc(C(F)(F)F)ccc2Cl)CC1
  -0.7%	7.7	-4.8	0.1%	3.5%	0.5%	-0.1	-19.6	.
CCOc1ccc(NC(=S)N(CCOC)C2CCN(C(C)C)CC2)cc1
  0.1%	3.3	7.4	2.9%	-3.7%	-2.3%	1.2	5.2	-7.7
COc1ccccc1CNC(=O)C1CCCN(C(=O)c2cnn(-c3ccc(F)cc3)c2-n2cccc2)C1 (centres undefined)
  -3.8%	4.0	.	0.5%	-3.2%	-2.8%	4.1	-18.2	-2.5
COC(=O)[C@H](CCSC)NC(=O)NCCc1ccc(F)cc1
  0.8%	6.9	-24.1	-0.4%	-2.4%	0.7%	2.4	2.7	1.6
O=C(OC(C(=O)NC1CCCC1)c1ccncc1)C1=Cc2ccccc2OC1 (centres undefined)
  1.4%	1.4	-4.0	-2.7%	1.7%	6.8%	0.2	-12.0	-4.8
O=C(N/N=C/c1ccc(O)cc1)c1ccc(COc2cc(Cl)ccc2Cl)o1
  ?	2.6	-17.9	2.3%	2.9%	-29.8%	43.4*	-7.7	-4.2
Cc1ccc(NC(=O)CN2C(=O)C(=O)N(C3CCCC3)C2=O)cc1Cl
  1.8%	-11.4	0.5	4.1%	-1.3%	-13.6%	4.6	11.8	2.0
Cc1ccc(/C=N/NC(=O)c2cccs2)cc1[N+](=O)[O-]
  0.9%	-1.5	.	3.7%	4.0%	0.1%	-0.1	-14.9	-8.8
Cn1c2ccsc2c2ncn(Cc3ccccc3F)c(=O)c21
  -1.5%	.	.	1.4%	1.7%	-4.3%	1.1	0.0	6.5
O=C(Nc1ccc(F)cc1)C1CC(=O)n2c(nc3ccccc32)N1 (centres undefined)
  -18.7%	7.3	-6.0	-1.4%	-6.3%	1.3%	1.4	3.1	-1.2
N#CC(C(=O)c1ccc(S(=O)(=O)N2CCCCCC2)cc1)c1nc2ccccc2[nH]1 (centres undefined)
  2.5%	5.3	-2.8	2.4%	-2.4%	-10.7%	7.3	-22.2	-8.9

Ordered by molecular weight (rising): 3 of the compounds above.
Under each structure: Vif-APOBEC3G blk	D2 potentiator	RXFP1 antag	RXFP1 agonist	GRP78 ERSR act	Vif-A3F inh	D1 agonist	D1 antagonist	D1 potentiator
CCOc1ccc(NC(=S)N(CCOC)C2CCN(C(C)C)CC2)cc1
  0.1%	3.3	7.4	2.9%	-3.7%	-2.3%	1.2	5.2	-7.7
CCCCOc1nc2ccccc2nc1C(C#N)S(=O)(=O)c1ccccc1 (centres undefined)
  2.2%	5.5	-1.7	0.3%	-5.2%	-3.9%	9.9	-9.2	-4.7
Cc1c(Cl)cn2c(=O)cc(CN3CCN(c4ccc(F)cc4)CC3)nc2c1Cl
  .	-17.7	.	5.5%	.	.	0.1	9.5	-3.8

Not all compounds are listed; count on the stated rates, not on these rows.
